SKBR3 24h inh – SK-BR-3 proliferation inhibitors; SK-BR-3 viability, CellTiter-Glo ATP luminescence, 24 h; hits give low values; viability, % at 10 µM; actives 0.47% (n = 41,000); AID 847;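 active means viability at or below the median of all test compounds minus 3 SD, in both replicates if run twice, cut at about 45% in these data; inconclusive means duplicate replicates that disagree with each other; inactive means viability above that cutoff in every replicate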;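 further: 100% = median untreated cell wells and 0% = median positive control drug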
Starred values were filed as active, the others as inactive; ? = inconclusive.

SMILES | SKBR3 24h inh
Cc1ccc2[nH]c3c(c2c1)CN(C(=O)CN1CC(C)OC(C)C1)CC3 (configuration not stated) | 104
NS(=O)(=O)c1ccc(NS(=O)(=O)c2cccs2)cc1 | 105
O=C(c1ccc(Cn2cc(Br)cn2)cc1)N1CCN(c2ccccc2)CC1 | 86
N#CCCCSc1nnc(-c2ccccn2)o1 | 99
CCCCOc1ccc(-c2ncc(Cl)cn2)cc1 | 99
COc1cc2cc(CN(CCCO)S(=O)(=O)c3ccccc3Cl)c(=O)[nH]c2cc1OC | 74
O=C(COC(=O)c1cccnc1)c1ccc(Cl)cc1 | 98
c1coc(-c2nc3ccccc3nc2-c2ccco2)c1 | 116
CCOc1ccc(CC2CC(=O)NC2=O)cc1 (configuration not stated) | 112
O=C(NC1CCCCCCC1)c1ccccc1O | 98
CCOC(=O)N1CCN(S(=O)(=O)c2ccc3[nH]cc(C(=O)O)c(=O)c3c2)CC1 | 75
COCCCNC(=O)CN(c1ccc(Cl)c(Cl)c1)S(C)(=O)=O | 102
COc1ccc(C(=O)NCC(=O)OC2CCCCC2=O)cc1 (configuration not stated) | 100
Clc1ccc(OCc2nn3c(-c4ccccc4)nnc3s2)c(Cl)c1 | 88
O=C(O)c1ccc(NS(=O)(=O)c2cccc3nsnc23)cc1 | 113
CCCS(=O)(=O)N1CCCC(C(=O)NCCCN2CCN(c3cccc(Cl)c3)CC2)C1 (configuration not stated) | 77
COc1ccc(OC)c(S(=O)(=O)NCc2csc(-c3ccccc3)n2)c1 | 93
O=C(NCCCCNC(=O)c1c(F)c(F)c(F)c(F)c1F)c1c(F)c(F)c(F)c(F)c1F | 99
COc1ccc(-c2nn3c(COc4ccccc4)nnc3s2)cc1OC | 89
CCCCN(C(=O)Cn1nnc2ccccc21)C(C(=O)NCc1ccco1)c1ccncc1 (configuration not stated) | 101
CCCC(=O)Nc1cc(OC)c(NC(=O)NC2CCCCC2)cc1OC | 112
Cc1ccc2nc(-c3cccnc3)oc2c1 | 96
CN(CC(=O)Nc1ccncc1)S(=O)(=O)c1ccc(Cl)cc1 | 81
CCOc1ccc2[nH]c(=O)c(=O)[nH]c2c1 | 97
CN1C(=O)c2cccc3c(S(=O)(=O)Nc4ccccn4)ccc1c23 | 112
New compounds follow:
SMILES | SKBR3 24h inh
Nc1ccc(CCc2nc3ccccc3o2)cc1 | 90
O=C(Nc1ccccc1N1CCCCC1)c1cccc(F)c1 | 80
COc1ccc(C(=O)N2CCCC2)cc1S(=O)(=O)N1CCOCC1 | 93
O=C(NCCCn1ccnc1)c1noc2c1CCc1ccccc1-2 | 100
COc1cc(C(=O)OCC(=O)N(C)Cc2ccccc2)cc(OC)c1OC | 74
COCCn1c(Sc2ccc(C)cc2)nc2c1c(=O)[nH]c(=O)n2C | 105
CSc1nc2c(c(-c3ccc(O)cc3)c1C#N)CCC2 | ?
Cc1cc(C)nc(SCC(=O)OCN2C(=O)c3ccccc3C2=O)n1 | 100
O=S(=O)(c1ccccc1)c1cccc(S(=O)(=O)N2CCCCC2)c1 | 106
CCn1nnnc1Oc1ccc(Cl)cc1 | 89
CCn1c(SCC(=O)c2ccc(OC)cc2)nnc1C(C)NC(=O)c1ccc(OC)cc1 (configuration not stated) | 97
COc1cc2c(C#N)c(N3CCN(c4ccccc4OC)CC3)nc(N)c2c(N)n1 | 66
CCOC(=O)CSc1nnc(CNC(=O)c2cccs2)n1Cc1ccccc1 | 62
CCOC(=O)c1sc2ncnc(N3CCN(C(=O)OCC)CC3)c2c1C | 42*
Cc1ccc(NC(=O)C(C)Sc2nnc(-c3cccnc3)o2)cc1 (configuration not stated) | 78
CN1CCN(c2nc(Nc3cccc(C(F)(F)F)c3)nc(N3CCOCC3)n2)CC1 | 55
Cc1ccc(S(=O)(=O)N2CC(=NO)C2)cc1 | 106
CNC(=O)c1cc2ccc(OC)cc2oc1=O | 90
Cn1c(CSCc2ccc(F)cc2)nnc1SCC(=O)Nc1nccs1 | 94
Cc1cc(=O)n2c(-c3ccccc3C)n[nH]c2n1 | 76
COC(=O)/C=c1\sc2ncnn2c1=O | 95
CCN(C(=O)c1ccc(C(C)(C)C)cc1)c1nnc(Cn2nnc3ccccc32)s1 | 128
O=C(NCCc1ccccc1)c1ccc(=O)oc1 | 87
O=C1CCCC2=C1C(c1ccc3c(c1)OCO3)c1c([nH]n(-c3ccccc3)c1=O)N2 (configuration not stated) | 98
CC1CC(=O)c2cnc(Nc3cccc(C(F)(F)F)c3)nc2C1 (configuration not stated) | 86
Continuation.
SMILES | SKBR3 24h inh
CCCN1CN(Cc2ccco2)c2nc3ccccc3n2C1 | 90
CCOC(=O)c1ccccc1N1C(=O)CSC1=S | 76
Fc1cc2nc(-c3ccncc3)[nH]c2cc1F | 95
CCc1cc(=O)oc2cc(C)c3c(C)coc3c12 | 85
COC(=O)c1ccc(-n2nnnc2SCC(=O)NCc2cccc(C(=O)O)c2)cc1 | 109
COC(=O)c1ccc(OC)c(CSc2nnc(COc3cccc(C)c3)o2)c1 | 85
Cn1c(CNC(=O)Nc2ccccc2)nnc1SCc1ccccc1 | 92
COCCn1c(SCC(=O)OC(C)C)nnc1-c1ccccc1 | 96
O=C(NCCc1nc2ccccc2[nH]1)c1ccc(F)cc1 | 94
COc1ccc(-c2nnc3sc(C4CCCCC4)nn23)cc1OC | 73
Cc1cccc(NC(=O)Cn2nnc(-c3ccc(CN4CCCC4)cc3)n2)c1C | 89
COc1ccc(C(=O)CN2CCN(c3ccc(F)cc3)CC2)cc1OC | 80
CCCC1=C(C(=O)OCC)C(c2ccc(NC(C)=O)cc2)NC(=O)N1 (configuration not stated) | 95
CCOC(=O)CNC(=O)CNC(=O)c1ccc(OCC(C)C)cc1 | 97
O=C(Nc1ccc2oc(-c3ccncc3)nc2c1)c1ccccc1F | 113
O=C(Nc1ccncc1)c1ccc2c(c1)OCCO2 | 99
O=C(Nc1ccon1)c1csc2c1CCCC2 | 84
CC1CN(C2CCCCC2)c2nc3c(c(=O)[nH]c(=O)n3C)n2C1 (configuration not stated) | 101
CCc1ccc(CCC(=O)Nc2nccs2)o1 | 93
COCCCNC(=O)Cn1cc(C(C)=O)c2ccccc21 | 71
CCc1ccc(-n2c(SCC(=O)Nc3cc(C)[nH]n3)nc3[nH]ncc3c2=O)cc1 | 97
CCC(C)NC(=O)N[C@@H](CCSC)C(=O)O (some centres not stated) | 118
CCNS(=O)(=O)c1cc(Br)ccc1OC | 100
O=C(NC1CCS(=O)(=O)C1)N1CCCCC1 (configuration not stated) | 105
COc1ccc(N(CC(=O)Nc2ccc3c(c2)OCO3)S(=O)(=O)c2ccccc2)c(OC)c1 | 91
(further entries)
SMILES | SKBR3 24h inh
Cc1cc(C)n(-c2ncnc3sc(C)c(C)c23)n1 | 91
CCOc1cc2c(cc1OCC)C(C(=O)O)C(c1cc(OC)c(OC)c(OC)c1)N(C)C2=O (configuration not stated) | 91
CCCCOc1ccccc1Cn1c(=O)oc2ccccc21 | 79
CN(C)c1ccc(/C=C/c2cc[n+]([O-])cc2)cc1 | 112
CCCCN(C(=O)NC(=O)Nc1ccccc1C)S(C)(=O)=O | 90
C=CCN(C(=O)CNC(=O)c1ccco1)C(C(=O)NC1CCCCC1)c1ccccc1F (configuration not stated) | 86
CCc1sc(C(=O)Nc2ccsc2C(=O)OC)cc1Br | 98
Cc1ccccc1Nc1cc2ccccc2c(=O)[nH]1 | 78
CCOC(=O)CNc1nc(C#N)nc(N2CCOCC2)n1 | 84
N/C(CN1CCCC1=O)=N\O | 124
O=C(Cn1c(C(=O)NCC2CCCO2)cc2sccc21)c1ccccc1 (configuration not stated) | 94
CSc1ncc(Cl)c(C(=O)NCc2ccc3c(c2)OCO3)n1 | 99
O=C(CSC1=NCCN1)NC12CC3CC(CC(C3)C1)C2 | 80
O=C(NCC1CCCO1)c1nc2c(nnn2Cc2ccc(F)cc2)c(=O)[nH]1 (configuration not stated) | 96
CC(C)C[C@H](NC(=O)Nc1cccc(C(F)(F)F)c1)C(=O)O | 89
CCOC(=O)c1cnc(-n2nc(C)cc2C)nc1NCCc1ccccc1 | 114
Cc1cccn2c(=O)c3cc(C(=O)N4CCN(C(=O)c5ccco5)CC4)n(C)c3nc12 | 79
O=C(Cn1c(=O)sc2ccccc21)Nc1ccc(S(=O)(=O)N2CCCC2)cc1 | 97
Cc1ccc(NC(=O)c2cc(-c3ccco3)on2)cc1 | 84
Cc1ccccc1-n1c(SC/C(O)=C(\C#N)c2nc3ccccc3[nH]2)nnc1-c1ccncc1 | 107
O=C(CCC1(C(=O)O)CCC(=O)NC1)NCc1ccccc1 (configuration not stated) | 84
Cc1ccnc(NC(=O)CCC(=O)N(CC(=O)NC(C)(C)C)C2CCCC2)c1 | 103
CCOc1cccc(-c2nnc(SCC(=O)Nc3cc(OC)cc(OC)c3)n2N)c1 | 99
COc1ccc2c(c1)c(C(=O)CN1CCN(C(=O)c3ccco3)CC1)c(C)n2C | 89
Cc1noc(C)c1C(=O)Nc1ccc(Cl)cc1C(F)(F)F | 91
Additional compounds follow:
SMILES | SKBR3 24h inh
CSC1CCCCC1(O)CSc1nc2ccccc2o1 (configuration not stated) | 71
CC(C)C(=O)N1CCc2cc(-c3csc(N)n3)ccc21 | 85
CC(C)COC(=O)CCNc1n[nH]c(=O)[nH]c1=O | 86
CCCC(CCC)C(=O)OC1C[C@H]2CC[C@@H](C1)[N+]2(C)C (some centres not stated) | 89
CCCCC(=O)Nc1cc2nn(-c3ccc(OC)cc3)nc2cc1C | 106
O=C1C(=O)N(Cc2ccco2)C(c2cccc(Cl)c2)/C1=C(\O)c1ccc2c(c1)OCCO2 (configuration not stated) | 91
COc1nc(-c2ccccc2)ccc1-c1noc(C)n1 | 95
C=CCOc1cccc(C2C(C(=O)c3ccco3)=C(O)C(=O)N2CCN2CCOCC2)c1 (configuration not stated) | 109
Cc1onc(-c2ccccc2Cl)c1C(=O)NCCn1ccc2ccccc21 | 96
CN1CCN(C(=O)c2ccc(-c3nn(C)c(=O)c4ccccc34)cc2)CC1 | 110
O=C(c1ccco1)N1CCN(c2cc(=O)n(C3CCCCC3)c(=O)[nH]2)CC1 | 81
CCOC(=O)c1ccc(NCn2c(=O)oc3ccccc32)cc1 | 100
Cn1c(SCc2ccccc2F)nc2cccnc21 | 130
COCc1[nH]nc2c1C(c1ccnc3ccccc13)C(C#N)=C(N)O2 (configuration not stated) | 83
O=C1c2ccccc2C(=O)N1n1c(=O)[nH]c2ccccc2c1=O | 95
CCC/C(O)=C1\C(=O)CC(C)(C)CC1=Nc1ccc(OC)cc1OC | 107
COc1cccc(C2CC(=O)NC3=C2C(=O)CCC3)c1 (configuration not stated) | 81
COc1ccc(S(=O)(=O)NCC(c2cccnc2)N2CCN(c3ccccc3OC)CC2)cc1C (configuration not stated) | 78
CCOc1nnnc2c1sc1nc(N3CCOCC3)c3c(c12)CC(C)(C)OC3 | 91
CCS(=O)(=O)Nc1ccc(-c2nnc(SCC(=O)OC)o2)cc1 | 91
Cc1ccc(N2C(=O)CSC23C(=O)Nc2ccccc23)cc1 (configuration not stated) | 114
CC(C(N)=O)N1C(=O)C2C3C=CC(C3)C2C1=O (configuration not stated) | 88
Oc1c(C(c2ccccn2)N2CCOCC2)ccc2cccnc12 (configuration not stated) | 93
COc1ccc(NC(=O)c2cccs2)cc1O | 106
COc1cccc(C2CC(C(F)(F)F)n3ncc(C(=O)NCc4ccco4)c3N2)c1 (configuration not stated) | 114

Quoted from the listing, 17 compounds:
SMILES | SKBR3 24h inh
CSC1CCCCC1(O)CSc1nc2ccccc2o1 (configuration not stated) | 71
CC(C)C(=O)N1CCc2cc(-c3csc(N)n3)ccc21 | 85
CC(C)COC(=O)CCNc1n[nH]c(=O)[nH]c1=O | 86
CCCC(CCC)C(=O)OC1C[C@H]2CC[C@@H](C1)[N+]2(C)C (some centres not stated) | 89
CCCCC(=O)Nc1cc2nn(-c3ccc(OC)cc3)nc2cc1C | 106
O=C1C(=O)N(Cc2ccco2)C(c2cccc(Cl)c2)/C1=C(\O)c1ccc2c(c1)OCCO2 (configuration not stated) | 91
COc1nc(-c2ccccc2)ccc1-c1noc(C)n1 | 95
C=CCOc1cccc(C2C(C(=O)c3ccco3)=C(O)C(=O)N2CCN2CCOCC2)c1 (configuration not stated) | 109
Cc1onc(-c2ccccc2Cl)c1C(=O)NCCn1ccc2ccccc21 | 96
CN1CCN(C(=O)c2ccc(-c3nn(C)c(=O)c4ccccc34)cc2)CC1 | 110
O=C(c1ccco1)N1CCN(c2cc(=O)n(C3CCCCC3)c(=O)[nH]2)CC1 | 81
CCOC(=O)c1ccc(NCn2c(=O)oc3ccccc32)cc1 | 100
Cn1c(SCc2ccccc2F)nc2cccnc21 | 130
COCc1[nH]nc2c1C(c1ccnc3ccccc13)C(C#N)=C(N)O2 (configuration not stated) | 83
O=C1c2ccccc2C(=O)N1n1c(=O)[nH]c2ccccc2c1=O | 95
CCC/C(O)=C1\C(=O)CC(C)(C)CC1=Nc1ccc(OC)cc1OC | 107
COc1cccc(C2CC(=O)NC3=C2C(=O)CCC3)c1 (configuration not stated) | 81

The listing continues:
SMILES | SKBR3 24h inh
C=CCn1c(SCC(=O)NCc2ccccc2)nnc1-c1ccccc1O | 92
O=c1cc(NCCO)c2ccccc2o1 | 100
COC(=O)c1ccc(NC(=O)CS(=O)(=O)Cc2ccccc2)cc1 | 104
O=c1c2ccccc2nc(-c2ccccc2)n1CCCN1CCOCC1 | 88
Oc1ccccc1C(=S)N1CCCCC1 | 104
C=CCn1c(SCC(=O)NCC2CCCO2)nc2scc(-c3ccco3)c2c1=O (configuration not stated) | 81
O=C(c1ccccc1)N(Cc1ccc2c(c1)OCO2)Cc1nc2ccccc2c(=O)[nH]1 | 92
CCC(C)(C)n1nnnc1C(c1ccncc1)N1CCN(c2cccc(OC)c2)CC1 (configuration not stated) | 79
Cn1c(N2CCCCC2)nc2c1c(=O)[nH]c(=O)n2C | 97
C=CCSc1nnc(CSc2nc3sc4c(c3c(=O)[nH]2)CCCC4)n1-c1ccccc1 | 90
CCCc1nc2ccccc2c(=O)n1/N=C/c1ccccc1O | 105
CCOC(=O)c1c(NC(=O)CSc2nnc(-c3ccccc3C)n2C)sc(C(C)=O)c1C | 71

Source: PubChem (SRMLSC)

The list is partial; count on the stated rates, not on these rows.
